SUMO1-SIM PPI: modulators of human SUMO1-mediated protein-protein interactions; P63165; SUMO1 binding to a labelled peptide, TR-FRET, 1 h; inhibition, % at 20 µM; 360,000 tested, 0.33% active; AID 602429; in the data active means inhibition above about 37%
E coli Lon inh: E. coli protease La inhibition | purified E. coli Lon protease, fluorescence polarization | 360,000 tested, 0.42% active | inhibition, % at 7.94 µM; in the data active means inhibition above about 13%, passing the limit was not always enough;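 further: 0% = enzyme with probe and DMSO and 100% = no enzyme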
LMPTP inh: blocks human LMPTP phosphatase; P24666; recombinant LMPTP-A, OMFP fluorogenic substrate, fluorescence intensity; inhibition, % at 20 µM; 360,000 tested, 0.22% active; AID 651560;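 active means compounds that cut the enzyme signal by at least half of the control window in the single-dose screen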;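 further: plate controls were DMSO wells with enzyme plus substrate for no effect and substrate without enzyme for full effect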
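Test system – LMPTP-A phosphatase enzyme · Quantity – 0.625 nM LMPTP-A final · Reagent – OMFP substrate, 400 µM final · Dosing – one test concentration per compound, 20 µM, with 3% DMSO overall · Timing – 50 min enzyme reaction at room temperature, protected from light · Detection – fluorescence intensity · Controls – substrate-only low control, DMSO enzyme-plus-substrate high control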
NRP1-CendR mod: NRP-1/CendR interaction modulation | 360,000 tested, 0.85% active | inhibition, % at 25 µM | FAM-RPARPAR peptide binding to NRP-1, fluorescence polarization | O14786;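 active means inhibition or corrected inhibition above about 18%, plus a signal ratio from 0.5 to 1.5, limit read from the data, passing the limit was not always enough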; further: strong numbers were not always called active
MsrA act: activators of bovine methionine sulfoxide reductase A; 360,000 tested, 0.3% active; AID 602163; activation, % at 10.6 µM; purified bovine MsrA, absorbance read-out; in the data active means activation above about 7.5%;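 further: 0% = vehicle and 100% = reference activator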
Scp-1 inhibitor: blocks human Scp-1 phosphatase activity. Q9GZU7. Recombinant Scp1, phosphopeptide, malachite green phosphate absorbance. inhibition, % at 20 µM. 340,000 tested, 0.88% active;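 active means inhibition above about 50% at 20 µM, limit read from the data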;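 further: plate controls were DMSO wells with enzyme for no effect and wells lacking enzyme for full effect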
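System: truncated SCP-1 phosphatase (76-261aa); medium: Tris acetate buffer pH 5.5 with MgCl2 and Tween-20; incubation: 45 min room-temperature reaction, 5 min colour, 30 min stabiliser; compound: single 20 µM dose, 1% DMSO; reagent: Phosphorylated 17-residue peptide substrate; read-out: % inhibition at 20 µM; technique: colorimetric free-phosphate detection, absorbance 630 nm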
STEP block: inhibitors of human striatal-enriched phosphatase STEP | P54829 | recombinant STEP, OMFP fluorogenic substrate, fluorescence | inhibition, % at 20 µM | 360,000 tested, 0.25% active;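 active means inhibition at 20 µM, scaled per plate between control wells, above about 37%, limit read from the data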;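 further: 0% = DMSO with enzyme and substrate and 100% = substrate only without enzyme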
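medium = Bis-Tris buffer pH 6.0, 2.5 mM DTT, 0.005% Tween 20 | test system = STEP (striatal-enriched tyrosine phosphatase) enzyme, cell-free | measure = normalized % inhibition | compound dosing = 20 µM, 1% DMSO | also added = 25 µM OMFP | schedule = reaction 20 min, ambient temperature | measured by = fluorescence read at 480 nm ex / 540 nm em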
MsrA inh: bovine MsrA inhibition | purified bovine MsrA, absorbance read-out | inhibition, % at 15.5 µM | 360,000 tested, 0.75% active; in the data active means inhibition above about 4.5%;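 further: 0% = vehicle wells with enzyme and 100% = reference inhibitor wells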
DNMT1 inh: blocks human DNA methyltransferase DNMT1; P26358; DNMT1 molecular beacon, Hinp1I cleavage, fluorescence; inhibition (reported as % activation of signal), % at 10 µM; 360,000 tested, 0.83% active; AID 588458; in the data active means inhibition above about 50%
Target sequence (P26358 504-1616 limits assumed): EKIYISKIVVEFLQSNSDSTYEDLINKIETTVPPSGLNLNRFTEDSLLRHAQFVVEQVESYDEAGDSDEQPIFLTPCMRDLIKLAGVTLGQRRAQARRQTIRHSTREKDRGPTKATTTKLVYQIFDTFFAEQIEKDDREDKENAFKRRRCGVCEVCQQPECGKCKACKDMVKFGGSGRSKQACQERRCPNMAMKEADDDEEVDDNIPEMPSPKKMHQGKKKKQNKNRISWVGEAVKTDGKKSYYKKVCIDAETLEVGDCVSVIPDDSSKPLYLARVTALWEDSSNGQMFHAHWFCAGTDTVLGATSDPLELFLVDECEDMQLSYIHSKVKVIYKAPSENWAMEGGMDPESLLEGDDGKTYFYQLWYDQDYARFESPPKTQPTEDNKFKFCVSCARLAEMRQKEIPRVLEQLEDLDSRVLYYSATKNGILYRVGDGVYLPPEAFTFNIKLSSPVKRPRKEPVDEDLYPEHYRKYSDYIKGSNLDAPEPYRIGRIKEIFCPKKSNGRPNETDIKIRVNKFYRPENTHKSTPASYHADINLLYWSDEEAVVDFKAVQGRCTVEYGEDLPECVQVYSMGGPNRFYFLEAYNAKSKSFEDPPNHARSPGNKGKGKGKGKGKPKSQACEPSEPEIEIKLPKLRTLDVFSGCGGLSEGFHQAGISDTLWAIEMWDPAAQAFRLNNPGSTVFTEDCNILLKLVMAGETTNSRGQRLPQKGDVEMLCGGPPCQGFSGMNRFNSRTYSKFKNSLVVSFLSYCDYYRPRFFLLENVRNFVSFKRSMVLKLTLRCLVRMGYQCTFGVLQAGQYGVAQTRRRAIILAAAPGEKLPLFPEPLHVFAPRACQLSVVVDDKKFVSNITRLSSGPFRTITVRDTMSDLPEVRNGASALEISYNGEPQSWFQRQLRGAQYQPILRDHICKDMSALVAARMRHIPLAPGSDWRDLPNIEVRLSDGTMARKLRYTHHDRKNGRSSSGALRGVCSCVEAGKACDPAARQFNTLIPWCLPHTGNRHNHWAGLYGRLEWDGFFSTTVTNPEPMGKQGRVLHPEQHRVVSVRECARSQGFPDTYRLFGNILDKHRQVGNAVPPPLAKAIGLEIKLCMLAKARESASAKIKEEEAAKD
Tb MetRS inh: Trypanosoma brucei MetRS inhibition | AID 624268 | purified T. brucei MetRS, ATP depletion, Kinase-Glo luminescence | 360,000 tested, 0.4% active | inhibition, % at 11.9 µM;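 active means inhibition above a per-plate cutoff of the control wells' mean inhibition plus 3 SD, cut at about 5.5% in these data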;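 further: 0% = DMSO wells median and 100% = median of wells with control inhibitor compound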
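Test system – parasite MetRS enzyme · Reagent – substrates ATP, L-methionine and bulk Escherichia coli tRNA · Doses – 11.9 µM compound single dose, 0.9% DMSO · Times – 15 min enzyme-compound preincubation, 2 h reaction, 10 min detection, 25 °C · Signal – Kinase-Glo luminescence, ATP depletion format · Controls – DMSO-only wells as low control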
The depositor's hits bear a star; x = not tested or not shown.

SMILES	SUMO1-SIM PPI	E coli Lon inh	LMPTP inh	NRP1-CendR mod	MsrA act	Scp-1 inhibitor	STEP block	MsrA inh	DNMT1 inh	Tb MetRS inh
CSc1ccccc1OCc1cc(C(=O)NC2CCOC2)no1 (centres undefined)	3	1	0.1	7	-3	-11	-2	0.5	-5	0.1
O=S1(=O)CCN2C=Nc3sc4c(c3C2=N1)CCCC4	1	4	-0.2	15	-3	-2	4	1.2	4	-0.1
Cc1nc(C)c(C(=O)N2CCCC(CCC(=O)NCc3ccc(F)c(F)c3)C2)s1 (centres undefined)	4	-1	0.2	-3	0	-3	3	0.6	-2	-0.8
N[C@@H](Cc1ccc(O)c(O)c1)C(=O)O	10	-5	20	5	-2	32	0	-0.2	3	0.6
CN(C)CCCN(C(=O)COc1ccc(Cl)cc1)c1nc2cc3c(cc2s1)OCCO3	-10	16	-4.3	-4	-3	1	0	-0.4	-1	-0.5
Clc1ccc(OCCCCN2CCCCC2)cc1	-1	-8	-2.0	1	-3	-7	1	x	0	-0.6
CC(C)c1ccc([C@@H]2O[C@H](CCc3ccccc3)Cc3[nH][nH]c(=O)c32)cc1	8	0	1.2	5	0	x	x	-0.4	x	-0.4
O=C(Cc1cccc(NC(=O)C2CCCN(C(=O)CCc3ccccc3)C2)c1)Nc1cccc(C(=O)N2CCCCC2)c1 (centres undefined)	1	2	-0.8	0	0	-12	0	0.9	-3	-0.7
Cc1cc(C)nc(N/N=C/c2cn[nH]c2-c2ccccc2)n1	4	-1	-1.0	-5	1	-10	3	1.3	0	-0.6
Cc1ccc(S(=O)(=O)N2C[C@H]3C(=O)C[C@@H](c4ccccc4)N(S(=O)(=O)c4ccc(C)cc4)[C@H]3C[C@H]2c2cccc3ccccc23)cc1	1	-5	1.5	-7	-2	x	0	1.5	3	0.8
COc1cccc(-c2ncc3ccccc3c2COC(=O)N(C)C)c1	-14	-3	-0.4	-2	-2	-6	0	-0.5	-1	-0.3
Cc1nc(C)c(C(=O)OCC(=O)NCCc2ccc(F)cc2)s1	7	1	-1.1	6	-5	-3	-3	-0.4	-2	-0.6
O=C(O)CC(O)C(=O)O (centres undefined)	1	1	-2.6	-2	2	-8	-3	0.9	5	-0.5
COc1ccc(CCNC(=O)CCNC(=O)N2CC(=O)Nc3ccccc32)cc1OC	-4	5	-0.6	5	-1	-6	-3	-0.2	1	0.7
CC(=O)C1=C(C)OC(N)=C(C#N)C1c1cccnc1 (centres undefined)	-1	-3	-1.1	-1	-2	-1	2	0.5	-8	-0.2
COc1cccc(-n2c(N)c(C(=O)Nc3c(C)n(C)n(-c4ccccc4)c3=O)c3nc4ccccc4nc32)c1	25	9	5.0	-3	-7	31	22	1.8	-5	-1.1
CC1CCc2nc(NC(=O)CN3CCN(Cc4ccc5c(c4)OCO5)CC3)sc2C1 (centres undefined)	5	-3	2.3	9	0	-5	1	-0.3	-4	0.9
O=C(Nc1nccs1)c1cc2c(s1)CCCCC2	1	0	1.7	-2	0	3	0	1.6	-2	-0.7
COc1cc(C2CC(=O)N(CC(=O)NCc3ccco3)c3ccccc3S2)cc(OC)c1OC (centres undefined)	2	-6	-1.1	2	-5	-1	-2	-1.4	2	-1.0
CCCCN(CC)C(=O)c1ccc(Cl)c(Cl)c1	-1	-1	-0.7	-5	-9	3	2	-0.6	-2	-0.7
O=Cc1c(N2CCSCC2)nc2ccccn2c1=O	-9	4	-1.2	2	1	-4	1	1.2	-1	1.1
O=C1CC(NCc2ccco2)C(=O)N1CCc1ccccc1 (centres undefined)	1	-4	-2.6	2	-4	-2	-1	-0.8	0	0.5
CC1(c2nnc(-c3cccc(Cl)c3)o2)CC(c2cccnc2)=NO1 (centres undefined)	-2	-8	-1.0	2	-2	-3	0	-2.4	-1	-0.3
Cn1c(=O)c(=O)n(C)c2cc(S(=O)(=O)N3CCN(c4cccc(C(F)(F)F)c4)CC3)ccc21	-1	5	-1.2	-6	-1	-2	-16	x	12	0.7
CN(C)S(=O)(=O)c1ccc(N2CCCC2=O)c([N+](=O)[O-])c1	-12	4	-1.0	-11	-8	1	1	-0.8	5	-0.6
O=C(NCCO)c1cc2cc(Cl)cc(Cl)c2oc1=O	-2	-2	2.2	2	-3	-5	6	-0.5	1	-0.2
Cc1cccc(C)c1NC(=S)N(CCN(C)C)C(C)c1ccccn1 (centres undefined)	2	9	-3.8	3	-4	2	-2	0.5	0	-0.8
CCOc1cc(C=NNC(=O)c2cccc(S(=O)(=O)N3CCCC3)c2)ccc1O	0	-5	-0.1	-3	-4	0	0	3.9	-1	-0.4
O=C(Cc1ccccc1)Nc1ccc(NC(=O)c2ccccc2)nc1	6	-3	1.0	-15	0	-4	-2	1.4	0	0.5
Cc1cc(C)c(NC(=O)CNC(=O)COC(=O)Cc2cccs2)c(C)c1	4	-5	-0.2	-2	1	-2	3	0.3	0	-0.3
COCCCNC(=O)C[C@H]1C[C@H](C(=O)N2CCOCC2)[C@@]2(C)c3[nH]c4cc(CCC(=O)N(C)C)ccc4c3CCN2C1=O	4	-4	-2.8	-5	-3	4	-1	-0.7	4	0.3
O=C(Nc1ccc(OC(F)(F)F)cc1)N1CCc2nc(NCc3cccc(Oc4ccccc4)c3)ncc2C1	0	-16	4.0	6	-2	x	1	-0.2	-1	-0.3
COCCNC(=O)c1cc(-c2ccc3c(c2)OCO3)on1	-1	-4	-1.2	7	0	-4	-3	-1.5	3	-0.3
CCOc1ccc(S(=O)(=O)N2CCCCC2)cc1NC(=O)CN1C(=O)NC(C)(c2ccccc2)C1=O (centres undefined)	2	3	-0.7	-4	-4	-7	-2	-1.0	-2	-0.3
CCOC(=O)c1cnn(-c2nc(-c3ccc(C)cc3)cs2)c1C(F)(F)F	0	3	4.0	-1	1	-13	4	0.2	-9	-0.2
Cc1ccc(C(=O)NC2CCSC2=O)cc1 (centres undefined)	5	-2	-0.6	4	-1	-2	-1	-0.9	1	-0.1
O=C(O)/C=C/C(=O)Nc1ccc(Oc2ccccc2)cc1	2	-6	-1.4	1	-4	-4	0	-1.6	-1	-0.6
COC(=O)CSc1nc2cc(OC)ccc2cc1C#N	-14	-15	-0.9	7	-3	-15	-1	1.5	-2	-0.9
COC(=O)c1ccc(-n2c(CCC(=O)O)ccc2-c2ccccc2)cc1	2	-5	1.9	5	-12	15	5	x	10	-1.6
O=C(COC(=O)/C=C/c1ccc(C(F)(F)F)cc1)NC(=O)NCc1ccco1	-30	3	1.8	2	-11	-2	-1	1.3	-9	0.1
CCN1C(=NCCCCO)N[C@@H](c2cccc(F)c2)C(C(=O)OC)=C1C	-5	7	1.4	10	-10	44	-2	-0.1	3	-0.2
c1c2c(cc3sc(N4CCCCC4)nc13)OCCO2	0	1	0.1	-16	-9	1	-2	1.9	-2	-1.4
Cc1cc(C(=O)COc2ccccc2Cl)c(C)n1-c1ccc2c(c1)OCO2	1	2	3.2	12	1	-9	0	0.7	-9	-0.9
N#Cc1ccc(-c2csc(NNC(=O)c3ccc(Br)cc3)n2)cc1	0	1	0.6	-4	-5	-10	3	0.2	-12	-1.1
O=C(Cn1cc([N+](=O)[O-])cn1)NCc1ccco1	4	1	0.5	0	-1	-13	4	-1.6	1	-0.3

Exported with each value named: 3 of the compounds above
O=C(COC(=O)/C=C/c1ccc(C(F)(F)F)cc1)NC(=O)NCc1ccco1
  SUMO1-SIM PPI = -30	E coli Lon inh = 3	LMPTP inh = 1.8	NRP1-CendR mod = 2	MsrA act = -11	Scp-1 inhibitor = -2	STEP block = -1	MsrA inh = 1.3	DNMT1 inh = -9	Tb MetRS inh = 0.1
COC(=O)CSc1nc2cc(OC)ccc2cc1C#N
  SUMO1-SIM PPI = -14	E coli Lon inh = -15	LMPTP inh = -0.9	NRP1-CendR mod = 7	MsrA act = -3	Scp-1 inhibitor = -15	STEP block = -1	MsrA inh = 1.5	DNMT1 inh = -2	Tb MetRS inh = -0.9
CCOC(=O)c1cnn(-c2nc(-c3ccc(C)cc3)cs2)c1C(F)(F)F
  SUMO1-SIM PPI = 0	E coli Lon inh = 3	LMPTP inh = 4.0	NRP1-CendR mod = -1	MsrA act = 1	Scp-1 inhibitor = -13	STEP block = 4	MsrA inh = 0.2	DNMT1 inh = -9	Tb MetRS inh = -0.2

The results go on:
SMILES	SUMO1-SIM PPI	E coli Lon inh	LMPTP inh	NRP1-CendR mod	MsrA act	Scp-1 inhibitor	STEP block	MsrA inh	DNMT1 inh	Tb MetRS inh
[O-]/C(=C(\C(=S)Nc1cccc2ccccc12)[n+]1ccccc1)c1ccc(OC(F)F)cc1	-7	-6	2.7	1	-4	-8	-2	1.4	-20	0.5
CCCSc1nnc(NC(=O)Cc2ccc(OC)c(OC)c2)s1	1	-6	-2.2	-1	-6	-7	0	1.6	3	-1.2
CN1CCC(N(C)C(=O)COc2ccccc2Cl)CC1	-1	-3	-6.2	9	-2	-6	0	0.0	5	-0.3
COc1ccc(N(C(=O)c2snc(C(N)=O)c2N)C(C(=O)NC2CCCC2)c2cc(OC)ccc2OC)cc1 (centres undefined)	-8	3	1.3	15	-4	-4	0	0.7	-2	-0.8
CC(C)(C)NC(=O)c1c(F)c(F)c(F)c(F)c1F	2	-8	-2.7	-6	-2	-1	0	0.1	-1	-0.4
CCN(CC)c1ccc(C(=O)NNC(=O)CCl)cc1	-1	-2	-2.3	-9	-7	-6	-3	2.1	-4	-1.0
Cc1ccc(S(=O)(=O)NN2C(=O)c3ccccc3NC2c2ccccc2F)cc1 (centres undefined)	7	-9	0.4	-1	-3	-2	0	-0.1	2	0.9
COc1ccc(C2=NN(C(=O)CSc3nc(=O)n4cccc(C)c4n3)C(c3ccc(C)cc3)C2)cc1 (centres undefined)	-81	6	5.5	4	-2	7	4	0.1	-3	-0.2
Cc1nnc(N(Cc2ccco2)C(=O)c2ccc(C#N)cc2)s1	21	-6	-0.9	-6	-8	-2	-1	-1.1	3	-1.4
COc1cc(NC(=O)c2cc3ccccc3o2)ccc1NC(=O)c1ccco1	16	6	1.4	0	-2	3	0	-0.3	-3	-0.3
Cc1ccc(CSc2nnc(-c3cnccn3)n2C)cc1	-2	0	-1.1	-8	0	-7	2	2.6	2	0.0
Cc1ccc(C(=O)Nc2nc(COc3ccccc3)cs2)s1	-6	6	2.7	-9	-3	-5	-2	0.8	0	-1.4
Cc1ccc(N=c2c([N+](=O)[O-])nn(-c3ccc(Cl)cc3)n2O)cc1C	-17	7	0.1	1	-2	-7	0	2.1	3	-0.1
COc1ccc(C(=O)N/N=C(/C)c2cccc(NC(=O)c3ccccc3F)c2)cc1	4	9	-0.2	7	-3	-11	1	0.4	7	0.3
COc1ccc(-c2coc3cc(O)c(OC)cc3c2=O)cc1	-4	4	-0.7	9	-4	3	0	2.6	5	0.5
O=C(Nc1ccc(Cl)cc1)Nc1ccc(S(=O)(=O)Nc2ncccn2)cc1	3	65*	2.0	-6	-2	4	0	1.7	1	6.2*
